GC-A act: GC-A (human) enzyme activation | HEK293 GC-A cells, cGMP TR-FRET, EC30 ANP; 0% at EC30 ANP, 100% saturating ANP | activation, % at 10 µM | 0.14% of 370,000 active; in the data active means activation above about 40%
DAX1 inh-1: inhibits human nuclear receptor DAX1; 0.99% of 340,000 active; AID 504766; HEK293 Gal4-DAX1 luciferase reporter, luminescence; inhibition, % at 6.75 µM;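 active means inhibition above the mean over all tested compounds plus 3 SD, cut at about 4.2% in these data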;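 further: 0% = DAX1-transfected cells with DMSO and 100% = empty-vector control cells with DMSO; inhibition shows as a rise in luminescence from relieved DAX1 repression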
Target sequence (P51843 207-470 limits assumed): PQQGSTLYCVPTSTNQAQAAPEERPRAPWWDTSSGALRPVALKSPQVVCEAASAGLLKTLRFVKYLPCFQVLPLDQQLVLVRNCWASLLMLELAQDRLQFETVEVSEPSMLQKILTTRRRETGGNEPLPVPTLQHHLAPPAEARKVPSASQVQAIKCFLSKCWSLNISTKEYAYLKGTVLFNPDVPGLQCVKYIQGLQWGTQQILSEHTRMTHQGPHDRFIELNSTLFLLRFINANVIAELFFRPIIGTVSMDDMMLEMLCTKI
DAX1 inh-2: inhibitors of DAX1 repression of SF-1 activated StAR promoter. HEK293T StAR-luciferase reporter, SF-1/DAX-1 repression relief. inhibition, % at 6.8 µM. 1.1% of 370,000 active. AID 652010;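 active means inhibition above the mean over all tested compounds plus 3 SD, cut at about 3.6% in these data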;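 further: 0% = DAX-1 cells with DMSO and 100% = cells lacking DAX-1 with DMSO; higher inhibition means more luminescence from relief of DAX-1 repression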
SMARCA2 act: increases SMARCA2 function in MMTV reporter cells | MG213 cells, MMTV-luciferase reporter, dexamethasone, overnight | activation, % at 9.1 µM | 1% of 370,000 active; in the data active means activation above about 7.8%;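 further: 0% = vehicle wells and 100% = reference activator wells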
PG9 Ab binder: small molecules binding HIV-1 gp120 antibody PG9; inhibition, % at 6.7 µM; TR-FRET gp120-PG9 antibody binding; 0.43% of 360,000 active; in the data active means inhibition above about 8.5%
hcDAF-12 act: activates DAF-12 receptor from parasite H. contortus; 1.4% of 370,000 active; HEK293 hcDAF-12 lit1-tk-luc reporter, luminescence; 0% DMSO, 100% Δ7-dafachronic acid; activation, % at 6.8 µM;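 active means activation above the mean of all tested compounds plus 3 SD, cut at about 5.5% in these data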;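 further: 100% = response to 3 µM Δ7-dafachronic acid high control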
FXN GAA850 act: frataxin GAA850 promoter activation. HEK293 lucGAA850 FXN promoter luciferase reporter, 24 h; percent of 10 µM SAHA response. activation, % at 6 µM. 0.56% of 360,000 active;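 active means activation above the average of all compounds screened plus 3 SD, cutoff fixed separately per campaign, cut at about 7.5% in these data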;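 further: 0% = DMSO wells and 100% = 10 µM SAHA wells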
ADAM17 inh: ADAM17 inhibition, QFRET primary screen; 0.83% of 370,000 active; recombinant ADAM17, EDANS/DABCYL FRET peptide cleavage; inhibition, % at 6.95 µM;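 active means inhibition above the mean of compounds lying between control limits plus 3 SD, set per campaign, cut at about 8.5% in these data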;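 further: 0% = DMSO-only wells as the low control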
Target sequence (P78536 215-824 limits assumed): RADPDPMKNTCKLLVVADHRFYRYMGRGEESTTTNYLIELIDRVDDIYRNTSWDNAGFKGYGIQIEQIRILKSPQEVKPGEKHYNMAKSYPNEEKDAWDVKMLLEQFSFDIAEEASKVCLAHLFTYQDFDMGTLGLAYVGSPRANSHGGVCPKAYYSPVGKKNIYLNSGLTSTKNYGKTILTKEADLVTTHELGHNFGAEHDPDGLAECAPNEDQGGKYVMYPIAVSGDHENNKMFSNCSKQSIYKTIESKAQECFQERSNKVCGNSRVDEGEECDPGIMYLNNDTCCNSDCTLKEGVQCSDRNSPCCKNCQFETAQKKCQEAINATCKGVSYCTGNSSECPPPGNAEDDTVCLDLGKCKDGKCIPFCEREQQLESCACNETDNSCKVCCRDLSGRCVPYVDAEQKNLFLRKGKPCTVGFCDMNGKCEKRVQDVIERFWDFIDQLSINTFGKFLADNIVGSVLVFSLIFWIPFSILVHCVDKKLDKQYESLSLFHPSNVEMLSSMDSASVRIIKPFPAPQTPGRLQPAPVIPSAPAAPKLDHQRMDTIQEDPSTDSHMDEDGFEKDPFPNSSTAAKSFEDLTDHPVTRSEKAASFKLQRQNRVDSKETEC
hgDAF-12 ag: activates the H. glycines DAF-12 receptor ligand-binding domain; 1.8% of 370,000 active; AID 687014; HEK293 GAL4-hgDAF12 UAS-luciferase reporter, agonist luminescence; normalized to butyrate control; activation, % at 6.8 µM;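 active means activation above a cutoff set at the mean of all screened compounds plus 3 SD, cut at about 10% in these data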;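 further: 0% = DMSO wells and 100% = sodium butyrate wells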
ssDAF-12 act: activates DAF-12 receptor from parasite S. stercoralis. activation, % at 6.8 µM. HEK293 ssDAF-12/GRIP1 lit1-tk-luc reporter, luminescence; % of 3 µM dafachronic acid response. 1% of 370,000 active. AID 652126;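 active means activation above the mean over all tested compounds plus 3 SD, cut at about 0.9% in these data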;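 further: 0% = DMSO-only wells and 100% = 3 µM delta7-dafachronic acid wells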
ADAM10 inh: ADAM10 inhibition, QFRET primary screen | recombinant ADAM10, EDANS/DABCYL FRET peptide cleavage, 3 h | inhibition, % at 7 µM | 0.62% of 370,000 active | AID 720582;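 active means inhibition above a per-campaign cutoff equal to the mean of compounds falling between control-based bounds plus 3 SD, cut at about 20% in these data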;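 further: 0% = DMSO wells while the 100% control is not disclosed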
Numbers without * were called inactive; x = no result given.

SMILES	ADAM10 inh	ADAM17 inh	ssDAF-12 act	GC-A act	SMARCA2 act	hcDAF-12 act	FXN GAA850 act	DAX1 inh-2	hgDAF-12 ag	PG9 Ab binder	DAX1 inh-1
COc1ccc(CN2CCN(C(=O)c3ccc4nc(N5CCOCC5)sc4c3)CC2)c(OC)c1OC	0	-1	-2.3	-4	1	-2.2	-0.3	0.1	1.4	0.7	-1.4
O=C1C=CC(=O)N1Cc1ccccn1	1	-4	-1.2	3	2	-0.7	1.8	-0.4	-0.4	-2.4	1.4
O=C1NN(c2ccccc2)C(=O)/C1=C/c1coc2ccccc2c1=O	6	-1	1.7*	-1	7	17*	7.5	4.8*	13*	-2.3	1.5
O=C1CCCCCN1C(=O)c1ccccc1	9	2	-0.5	-3	0	-1.4	-1.2	-0.2	0.3	0.4	-0.3
O=c1[nH]c2ccccc2nc1Cc1ccc(Cl)cc1	-37	-10	-1.0	-4	-2	-0.3	0.5	0.3	-0.5	-1.6	1.0
Cc1csc2nc(SCC(=O)Nc3ccccc3F)[nH]c(=O)c12	-3	-2	-0.3	-1	-1	-0.2	-0.3	-0.5	-3.0	3.9	2.7
O=C(c1ccc(Cl)c(S(=O)(=O)N2CCCCCC2)c1)N1CCN(CCO)CC1	3	-1	-1.1	-1	-1	-0.3	0.1	-0.2	2.8	-0.2	0.3
CCC(C)(C)C1CCC2(CC1)NC(=O)N(CC(=O)N(C)CCOc1ccc(Cl)cc1)C2=O (stereo not drawn)	-3	-4	-0.7	-5	-1	-0.2	0.3	-0.2	-0.4	-1.6	0.6
Cn1nc([N+](=O)[O-])nc1Oc1ccc(C(C)(C)C)cc1	-5	-2	-1.5	-3	-2	-0.9	-0.3	-0.8	2.2	-1.8	1.6
COc1ccc(NC(=O)N(C)[C@H]2C[C@H]3c4[nH]c5c(-c6cccc(C)c6)cccc5c4CCN3C(=O)[C@H]2[C@H](C)O)cc1	-129	-39	-1.4	-7	-4	-4.0	x	-1.3	-1.9	x	x
Cc1ccc(S(=O)(=O)N2CCC(=O)N(CCOCc3cccc(C(F)(F)F)c3)CC2)cc1	5	-2	-1.8	0	0	-2.0	0.7	-1.0	-1.7	0.2	-0.8
CC(C)(C)c1ccc(-c2nc(NCc3cccnc3)c3ccccc3n2)cc1	13	13*	-0.5	-2	4	1.9	4.5	0.7	5.4	0.6	2.0
OCCC1CN(Cc2ccncc2)CCN1C1CCCC1 (stereo not drawn)	7	1	-1.2	2	1	1.1	0.8	-0.3	-0.3	-1.1	0.6
CCCCC(=O)Nc1cc(C)c(NC(=O)c2ccco2)cn1	4	-3	-0.7	0	-1	-0.1	0.3	-0.4	-2.1	-2.1	2.5
COc1ccc(/C=C/C(=O)OC2CCCN(C)C2)cc1 (stereo not drawn)	2	3	-1.5	-1	0	2.8	1.2	2.5	5.4	-0.1	0.9
Cc1ccccc1C(=O)c1cccn1CC(=O)O	1	-2	-0.5	-4	0	-0.4	1.3	0.2	-2.6	-0.5	1.4
O=C(COc1ccc2ccc(=O)oc2c1)Nc1c(Cl)cccc1C(F)(F)F	-71	-22	-1.1	1	-1	-1.0	-0.3	-1.0	-0.8	-2.4	0.5
FC(F)(F)c1cnc(COc2cc(Cl)cc(Cl)c2)c(Cl)c1	-7	-2	-1.2	-12	-2	0.3	-1.3	0.1	2.7	-1.9	5.8*
CCCn1c(=O)[nH]c(=O)c2c1nc(-c1ccc(OC(F)F)c(OC)c1)n2CCOC	-18	-5	-1.7	3	0	2.1	3.6	-0.5	-2.7	0.6	-1.0
O=C(NCc1ccco1)C1(c2ccccc2)CCCC1	10	-5	-1.9	-2	-3	-1.4	0.5	-0.9	-1.3	0.3	-1.4
COc1cc(/C=N/N2CCN(c3ccccc3)CC2)cc(OC)c1OC(C)=O	-6	-2	-1.4	2	-1	-0.8	2.6	0.0	1.3	-1.2	-2.6
c1cncc(-c2noc(C34CC5CC(CC(C5)C3)C4)n2)c1	-1	-3	-0.7	4	7	-1.4	5.3	0.3	2.8	-1.3	2.2
Cc1cccn2c(=O)c(C=NCCO)c(NCc3ccco3)nc12	-25	-14	-1.2	13	-2	-0.4	2.0	-0.7	2.5	3.1	0.6
S=C(NCc1ccco1)N1CCN(c2ccccn2)CC1	-19	-6	-1.5	0	-4	0.9	0.2	-0.2	-0.7	-0.1	-1.4
C=CCOc1c(Br)cc(/C=C2\SC(=Nc3ccccc3)NC2=O)cc1OC	1	0	-1.3	-5	0	-1.1	1.4	-0.4	0.5	-2.2	0.8
Cc1c(C(=O)N/N=C/c2ccccc2)sc(=S)n1C	-2	4	-1.3	4	0	-1.5	-0.5	0.6	0.7	-3.3	-0.8
Nc1[nH]ncc1-c1ccc(F)cc1	-6	-1	-1.2	1	-1	-0.8	4.0	0.2	-1.7	0.6	1.3
COc1cnc(SCc2c(Cl)cccc2Cl)nc1Cl	2	5	-0.8	-1	-3	0.8	-2.3	-0.8	1.6	0.4	0.3
CC(C)(C)OC(=O)N(CCc1ccccc1)Cc1ccc(OCc2cccc(NC(=O)C3CCC3)c2)cc1	-13	-4	-0.5	4	-4	-0.8	-2.7	0.0	1.7	-1.1	0.6
CCC(C)C(CO)NCCCn1cnc2c(SC)ncnc21 (stereo not drawn)	-11	-1	-0.9	5	0	-1.1	0.2	-0.9	-2.2	2.9	1.6
CCc1ccc(NC(=O)CCc2nnc3ccc(N4CCC5(CC4)OCCO5)nn23)cc1	3	0	-1.0	-1	-2	1.5	0.6	-1.6	0.5	-2.9	0.0
COC(=O)c1sc(NC(=O)COc2c(C)cccc2C)nc1C	7	0	-1.6	-11	0	-2.7	0.0	-0.2	-0.4	0.3	-0.1
CC(=O)c1cnc2cc(-c3cccc(Br)c3)nn2c1C	-3	-2	0.6	-3	2	1.4	4.5	0.3	8.2	-0.9	1.7
CSC(=NCc1ccco1)NC#N	-4	-5	-1.2	0	4	-0.2	-0.3	0.2	0.7	-1.1	2.1
CCOc1cc(-c2nc(C)c(C(C)=O)n2O)ccc1OCC(=O)Nc1cccc(C)c1	-6	-2	-2.1	-4	-2	-0.5	-1.0	0.9	-1.5	-1.0	-0.8
Cc1cc(Cl)ccc1N(CC(=O)NCc1ccc2c(c1)OCO2)S(C)(=O)=O	5	7	-0.5	-6	3	-2.2	1.3	1.0	-1.5	0.1	x
CC1(C(=O)NS(=O)(=O)c2ccc(Cl)cc2)CCN1C(=O)c1ccco1 (stereo not drawn)	-2	-1	-0.3	-1	-1	-0.3	0.3	0.3	0.1	0.3	x
Cc1ccc(C(=O)C(C)N(C(=O)c2ccc(Cl)cc2Cl)N2C(=O)CCCC2=O)cc1 (stereo not drawn)	-4	-6	-1.3	-9	-4	-1.2	0.3	-0.2	-1.8	0.4	0.5
COC(=O)c1c(NC(=O)c2ccc(S(=O)(=O)N3CCOCC3)cc2)sc2c1CCN(C(C)C)C2	6	-1	-1.2	4	1	2.7	4.1	3.0	1.6	-2.7	-0.8
COc1ccc2c(c1)CN(C)S(=O)(=O)c1ccccc1-2	-19	-5	-0.8	4	2	-1.1	2.4	-0.5	1.8	-1.5	0.1
CCCCC(=O)Nc1ccc(NC(=O)c2cccs2)cn1	-1	-4	-0.7	6	1	-1.1	3.1	-0.5	1.8	-0.9	-0.1
Brc1ccc(-c2csc(NC3=NCCCCC3)n2)cc1	-1	0	-1.2	-1	0	-1.2	3.4	0.0	2.7	-0.3	2.3
Cc1ccc(C(=O)Nc2ccccc2N2CCCC2)s1	-25	-7	-0.4	1	-1	0.8	0.1	0.8	2.7	-2.8	0.2
CCCN1CCC(NC(=O)C2CC=CCC2C(=O)O)CC1 (stereo not drawn)	-4	1	-1.2	1	-2	-0.4	-1.1	0.7	-3.1	-0.6	0.0
Cc1csc(=O)n1CC(=O)OCC(=O)c1c(N)n(CC(C)C)c(=O)n(C)c1=O	5	-1	-0.9	0	1	-2.0	0.8	0.3	-0.9	-0.5	-1.2
COC(=O)C1=C(C)N(Cc2ccccc2C(F)(F)F)C(=NCc2ccc(OC)cc2)NC1c1ccc(F)cc1 (stereo not drawn)	12	7	-1.1	-16	0	-2.2	x	-1.0	4.2	-0.1	x
CCOc1cc(Br)c(C(=O)O)cc1OC	-13	-4	-0.9	-4	-2	-1.1	-0.6	0.1	3.7	1.9	1.1
CC(C)C[C@H]1CN(CCCC[C@H]2CNC(=O)C(=O)N2CC2CCCCC2)C(=O)C(=O)N1CCC1CCCCC1	-10	-3	-0.3	3	2	-1.9	x	0.4	2.9	1.2	x
O=C(CSc1nc2ccccc2[nH]1)N1CCN(S(=O)(=O)c2ccc(Cl)cc2)CC1	-3	-4	-1.1	-3	-2	-1.5	-2.6	0.3	0.4	-0.1	0.9
Cc1cc(C)nc(SCC(=O)NC2CCCC2)n1	-7	-5	-1.3	2	-1	-0.5	-1.0	0.6	1.2	0.0	0.6
O=C(CSc1nnc(CNC(=O)c2cccs2)o1)NCCc1ccccc1	6	1	-1.0	-2	3	-2.6	-1.4	-1.4	0.6	-0.9	-0.6
CC(=O)c1ccc2noc(-c3ccc(F)cc3)c2c1	-125	-44	-1.6	1	-2	-2.6	0.7	-0.2	4.3	-4.1	0.0
CC(C)NC(=O)CN1CCN(C(c2ccnc3ccccc23)c2nnnn2-c2ccc3c(c2)OCCO3)CC1 (stereo not drawn)	-9	-5	-0.2	1	-3	0.6	x	-0.8	0.7	-0.4	x
CCOc1ccc(N(CC(=O)Nc2ccc(OC)cc2)S(=O)(=O)c2c(C)noc2C)cc1	1	1	-1.1	-1	0	0.0	-0.5	-0.3	-3.1	1.3	0.6
COC(=O)c1sccc1NC(=S)N1C(C)CCCC1C (stereo not drawn)	2	0	-1.4	2	-2	0.4	2.1	0.3	1.3	-0.2	0.0
Cc1ccccc1NC(=S)NCCc1ccc(S(N)(=O)=O)cc1	-2	0	-1.1	3	-1	-1.6	2.2	0.1	-3.7	-1.0	1.4
O=S1(=O)C=CCN1Cc1cn(Cc2cccc(C(F)(F)F)c2)nn1	2	-1	-0.9	1	1	-0.9	x	1.2	4.8	x	x
O=C(CSc1nncn1-c1ccccc1F)NC1CCCCC1	-14	-1	-0.7	1	3	-0.2	1.5	0.8	3.8	-0.2	0.9
COC(=O)Cn1c(=NC(=O)c2cc(OC)cc(OC)c2)sc2cc(OC)ccc21	-137	-34	-1.6	18	0	-0.4	0.5	-1.0	-0.7	1.8	-0.3
Cc1cccc(NC(=O)c2cc3n(n2)C(C(F)(F)F)CC(C2CC2)N3)c1C (stereo not drawn)	6	2	-1.3	-2	0	1.4	1.6	-0.4	0.8	1.3	0.1
